CHRM1 antagonist: human CHRM1 antagonism; CHO-K1 hM1, Fluo-8 calcium fluorescence, ACh EC80 antagonist; 1.3% of 360,000 active; inhibition, % at 3 µM;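 active = percent inhibition above its own plate's cutoff, namely the mean of that plate's compound wells plus 3 SD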;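 also: peak over basal fluorescence ratio during 140 s after agonist addition; 0% = ACh EC80 plus DMSO and 100% = DMSO alone without agonist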
Target sequence (P11229 whole entry, looked up): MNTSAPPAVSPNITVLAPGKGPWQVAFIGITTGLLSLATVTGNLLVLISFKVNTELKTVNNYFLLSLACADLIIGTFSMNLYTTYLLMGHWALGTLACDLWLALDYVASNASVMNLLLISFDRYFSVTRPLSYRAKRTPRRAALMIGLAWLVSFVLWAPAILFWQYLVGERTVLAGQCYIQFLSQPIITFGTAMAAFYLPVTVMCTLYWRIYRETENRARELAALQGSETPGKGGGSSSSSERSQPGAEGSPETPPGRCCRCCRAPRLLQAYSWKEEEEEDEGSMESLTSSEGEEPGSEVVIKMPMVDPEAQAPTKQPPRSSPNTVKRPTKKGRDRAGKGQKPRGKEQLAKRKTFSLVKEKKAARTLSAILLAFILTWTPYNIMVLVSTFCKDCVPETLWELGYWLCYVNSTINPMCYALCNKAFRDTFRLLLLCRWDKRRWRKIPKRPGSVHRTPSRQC
CHO-K1 Ca ag: nonselective activator or artifact in parental CHO-K1 cells | Fluo-8 calcium fluorescence; scaled to maximal ATP response, vehicle zero | activation, % at 3 µM | 0.48% of 360,000 active; in the data active = activation above about 15%;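 also: untransfected CHO-K1 host cells lacking M1 receptor as counterscreen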
CHO-K1 Ca PAM: M1 PAM counterscreen hit in parental CHO-K1 cells; ATP EC20, Fluo-8 calcium fluorescence; 0% at ATP EC20, 100% at ATP max; activation, % at 3 µM; 0.02% of 360,000 active; AID 602247;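 active = activation above the run cutoff, the mean activation of all test compounds plus 3 SD, cut at about 40% in these data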;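 also: peak over basal fluorescence ratio in a 140 s read after ATP addition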
CHRM1 agonist: human M1 muscarinic receptor agonism. P11229. CHO-K1 hM1, Fluo-8 calcium fluorescence, agonist mode; 0% DMSO, 100% acetylcholine EC100. activation, % at 3 µM. 0.33% of 360,000 active;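 active = activation above the run's mean compound activation plus 3 SD, cut at about 16% in these data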;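 also: peak over basal fluorescence ratio within a 140 s kinetic read after compound addition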
TAAR1 agonist: agonists of human TAAR1; Q96RJ0; CHO RD-HGA16 TAAR1, Fluo-8 calcium fluorescence; vehicle wells 0%, saturating PEA agonist 100%; activation, % at 3 µM; 0.99% of 360,000 active;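 active = activation above the mean activation of all test compounds in the run plus 3 SD, cut at about 38% in these data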
Target sequence (Q96RJ0 whole entry, looked up): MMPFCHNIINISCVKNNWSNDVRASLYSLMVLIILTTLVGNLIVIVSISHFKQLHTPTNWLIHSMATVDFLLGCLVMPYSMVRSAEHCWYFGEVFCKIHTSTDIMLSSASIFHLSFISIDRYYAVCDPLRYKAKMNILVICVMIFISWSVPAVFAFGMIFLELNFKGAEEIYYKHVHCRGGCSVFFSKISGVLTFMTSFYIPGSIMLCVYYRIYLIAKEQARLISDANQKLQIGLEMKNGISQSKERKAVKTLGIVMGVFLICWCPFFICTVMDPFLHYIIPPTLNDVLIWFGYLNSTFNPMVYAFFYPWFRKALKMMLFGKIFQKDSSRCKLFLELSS
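System: CHO RD-HGA16 cells carrying human TAAR1 plus Gα16; Incubation: 17-24 h seeding, 75 min 37 °C dye, 30 min RT; Measured by: Fluo-8 fluorescence, 5 s baseline then 140 s kinetic read; Control set: DMSO and PEA EC100; Replication: single well for each compound.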
CHO-K1 Ca antag: nonselective inhibitor or artifact in parental CHO-K1 cells; ATP-induced calcium, Fluo-8 fluorescence; inhibition, % at 3 µM; 0.6% of 360,000 active;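 active = inhibition above a per-plate cutoff, the plate's mean sample inhibition plus 3 SD, cut at about 24% in these data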;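 also: 0% = DMSO plus EC80 ATP and 100% = DMSO alone without ATP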
TAAR1 antag: human TAAR1 antagonism | CHO RD-HGA16 TAAR1, Fluo-8 calcium fluorescence, antagonist | inhibition, % at 3 µM | Q96RJ0 | 1.5% of 360,000 active;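 active = inhibition above a per-plate cutoff, the mean inhibition of test compounds on that plate plus 3 SD, cut at about 49% in these data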;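 also: 0% = DMSO plus EC80 beta-PEA response and 100% = DMSO alone without agonist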
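System: CHO RD-HGA16 cells bearing hTAAR1. Reagent: EC80 β-phenethylamine stimulus. Schedule: seeding 17-24 h prior, 75-min 37 °C, 30-min RT dye loading. Signal: Fluo-8 intracellular calcium dye fluorescence, real-time kinetic reads. Read-out: % inhibition from peak post-agonist over basal fluorescence ratio. Benchmarks: vehicle wells and EC80 agonist wells. Replicates: n of 1.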
CHRM1 PAM: potentiates human M1 receptor response to acetylcholine; P11229; CHO-K1 hM1, Fluo-8 calcium fluorescence, ACh EC20; 0% = ACh EC20, 100% = maximal ACh; activation, % at 3 µM; 0.088% of 360,000 active; AID 588819; in the data active = activation above about 19%, passing the limit was not always enough
CHO parental Ca: counter-screen: ATP calcium response change in parental CHO cells; parental CHO-K1, ATP-induced calcium, Fluo-8 fluorescence; inhibition, % at 5.6 µM; 0.63% of 330,000 active; AID 463079;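 active = inhibition above that plate's mean sample inhibition plus 3 SD, cut at about 26% in these data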;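 also: 0% = ATP-challenged DMSO wells and 100% = DMSO wells without ATP; some compounds past the cut are filed as inactive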
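Test system: untransfected parental CHO cell line; also added: ATP stimulus; dosing: 5.6 µM, single dose; signal: calcium-sensitive Fluo-8 fluorescence; measure: percent inhibition of ATP-evoked calcium rise, normalized to controls; benchmarks: low control ATP plus DMSO, high control DMSO only; replication: one well per compound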
Numbers without * were called inactive; . = not tested or not shown. Hits appear at their usual frequency; 4.4% or so of the library scored in one or more.

SMILES	CHRM1 antagonist	CHO-K1 Ca ag	CHO-K1 Ca PAM	CHRM1 agonist	TAAR1 agonist	CHO-K1 Ca antag	TAAR1 antag	CHRM1 PAM	CHO parental Ca
Nc1cc(=O)[nH]c(SCC(=O)N2N=C(c3ccc(Cl)cc3)CC2c2ccco2)n1 (stereo not drawn)	-4	-0.8	15	-6	-1	0	6	3	8
CS(=O)(=O)c1nc(-c2ccc(Br)cc2)n[nH]1	-18	0.5	17	-1	5	-9	3	13	8
COc1ccc(C(=O)Nc2ccc3c(c2)OCCO3)cc1S(=O)(=O)N1CCOCC1	-8	-0.3	3	-4	0	-26	1	6	-24
CCOc1ccc(N2C(=O)c3ccc(C(=O)OCc4c(C)noc4C)cc3C2=O)cc1	-12	0.6	15	-3	11	1	-7	8	-5
OCCC1CN(Cc2nc(-c3ccccc3)cs2)CCN1Cc1ccc(F)cc1 (stereo not drawn)	1	6.7	14	-7	2	-5	1	-1	-4
Cc1cc(C(=O)N2CCN(c3ncccn3)CC2)c(C)o1	-3	0.5	8	-2	4	-6	-5	-1	3
COc1ccccc1N(CC(=O)NCC1CCCO1)C(=O)CCC(=O)Nc1nccs1 (stereo not drawn)	-8	0.8	28	-3	7	-11	14	5	0
O=C(CN(Cc1ccc(Cl)cc1)C(=O)CN1C(=O)COc2ccccc21)NC1CCCC1	-6	2.3	14	-4	2	-13	5	5	7
O=c1[nH][nH]c(C(F)(F)F)c1C=Nc1ccc(Cl)cc1	-5	0.1	-6	-2	-3	-1	-8	6	-12
COc1cc(NC(=S)N2CCN(c3ccccn3)CC2)cc(OC)c1OC	0	-0.2	4	-7	-1	-2	16	8	-6
O=C(CN1CCN(S(=O)(=O)c2ccccc2)CC1)Nc1ccc(N2CCOCC2)cc1	5	2.7	-13	-2	9	8	1	-1	-2
Cc1ccc(-n2nc(C)c(NC(=O)CCl)c2C)cc1C	-1	0.5	12	-6	1	-1	-11	5	-5
COc1cc(/C=C(/NC(=O)c2ccccc2)C(=O)N2CCN(C)CC2)c([N+](=O)[O-])cc1OC	-7	-0.1	7	-5	2	-6	2	6	-7
COc1cc(S(=O)(=O)Nc2ccccc2N2CCCCC2)ccc1NC(C)=O	-2	0.6	0	-2	0	-2	-5	5	-11
Clc1cccc(Cc2c(-c3ccco3)nc3ccc(Br)cn23)c1	-20	0.2	15	1	1	-19	-13	1	.

Reprinted from the part before: 2 compounds; new compounds follow.
SMILES	CHRM1 antagonist	CHO-K1 Ca ag	CHO-K1 Ca PAM	CHRM1 agonist	TAAR1 agonist	CHO-K1 Ca antag	TAAR1 antag	CHRM1 PAM	CHO parental Ca
COc1cc(S(=O)(=O)Nc2ccccc2N2CCCCC2)ccc1NC(C)=O	-2	0.6	0	-2	0	-2	-5	5	-11
Clc1cccc(Cc2c(-c3ccco3)nc3ccc(Br)cn23)c1	-20	0.2	15	1	1	-19	-13	1	.
N#CC1=C(N)Oc2n[nH]c(-c3ccncc3)c2C1c1ccsc1 (stereo not drawn)	-1	-0.1	-7	-1	6	14	-4	5	-5
CC1(C(=O)Nc2ccc3c(c2)OCCO3)CCN1C(=O)c1cccc(F)c1 (stereo not drawn)	-12	1.1	17	-2	0	-9	7	2	.
CC1=C(C)CS(=O)N(c2ccc(S(N)(=O)=O)cc2)C1 (stereo not drawn)	-3	1.5	18	6	34	4	5	11	-8
COc1ccccc1NC(=O)Nc1ccnn1C1CCCCC1	2	1.3	22	-1	17	-11	13	5	-11
CC(NC(=O)c1ccc(OC2CCN(C(=O)c3cccnc3)CC2)cc1)C1CC1 (stereo not drawn)	8	0.0	-6	-9	4	12	13	0	14
CSCC[C@H](NC(=O)OCc1ccccc1)C(=O)O	-9	0.8	29	-6	9	-18	6	9	-4
c1ccc(NC2=NCCN2CC2CCCCC2)cc1	-3	-0.2	-2	-8	1	-2	3	4	-2
Cc1nc(Cl)nc(N(C)c2ccccc2)c1[N+](=O)[O-]	2	0.5	1	-4	-3	-12	-26	1	-9
COc1cccc(C(=O)COC(=O)c2n[nH]c(=O)c3ccccc23)c1	3	0.0	8	-2	9	-3	4	1	5
COc1ccc(N(C)S(=O)(=O)c2cccc(C(=O)OCC(=O)N(C)c3ccccc3)c2)cc1	12	9.1	-1	0	16	-3	56*	-15	-19
O=C(Cc1ccccc1)N1CCN(S(=O)(=O)c2cccc([N+](=O)[O-])c2)CC1	-7	0.4	-7	-2	3	-3	-15	11	-7
CC(=O)N/C(=C\c1ccc(F)cc1)C(=O)OCc1ccccc1	-5	0.5	-8	-4	-1	-11	-10	2	-11
O=C(Nc1cccnc1)c1c(F)c(F)c(F)c(F)c1F	-7	0.8	24	-5	1	-15	4	10	-3
COc1ccc(CCNC(=O)C2CC(=O)N(C3CCCC3)C2)cc1OC (stereo not drawn)	-6	0.0	-9	-5	2	3	11	4	-6
O=C(CCn1nc(-c2ccccc2)ccc1=O)N1CCN(c2ccccn2)CC1	-5	2.3	6	-10	10	3	13	-4	-5
CCN=C(NCC)SC1CC(=O)N(c2ccc(OCC)cc2)C1=O (stereo not drawn)	30*	6.4	-1	0	16	11	86*	-20	-10
CN(C)C1=NC[C@H](Cc2ccccc2)N1CCc1cccc(F)c1	0	0.8	12	-13	31	-11	-5	0	-14
CCOc1ccc(Br)cc1S(=O)(=O)NC(=O)c1ccccc1	0	0.2	8	-4	1	-11	-2	5	-3
C/C(=N/N=C(\C)c1ccccc1O)c1ccccc1O	-5	0.5	9	-6	1	-9	-9	7	-4
CCN(CC)S(=O)(=O)c1cc(C(=O)OCC(=O)c2ccc3c(c2)NC(=O)CO3)ccc1F	-28	8.1	9	4	12	-5	40	-2	-2
CCOc1ccccc1CNCCNCC(C)O (stereo not drawn)	28	6.0	3	-2	0	8	-4	-10	3
O=C(CN1C(=O)C2C3CC(C(Br)C3Br)C2C1=O)OCC(=O)c1cccc([N+](=O)[O-])c1 (stereo not drawn)	-8	0.3	10	-7	14	-1	10	11	-7
Nc1cc(Cl)cc2c1-c1ccc(Cl)cc1C2O (stereo not drawn)	-11	2.2	-8	-2	5	6	10	3	.
CN(Cc1ccc(F)cc1)C(=O)c1cc(COc2ccc(-n3cncn3)cc2)on1	8	11	-19	-1	4	5	-6	-7	.
Cc1ccc(NS(=O)(=O)c2ccc(-c3cnc(C4CC4)o3)cc2)cc1	-2	6.4	6	-2	17	-5	-8	1	15
CS(=O)(=O)Nc1ccccc1C(=O)O	-6	0.9	21	-3	7	-16	-3	12	-2
O=C(NCc1ccncc1)c1ccc(-c2ccc(F)c(F)c2)c2ccoc12	15	10	3	4	2	-2	9	-7	.
COc1ccc2c(-c3ccccc3)cc(SCC(=O)NC3CCS(=O)(=O)C3)nc2c1 (stereo not drawn)	-3	0.7	9	-4	9	-6	9	5	-7
COc1ccc(-c2csc(N(CCCN(C)C)C(=O)c3ccccc3F)n2)cc1	6	1.6	9	-8	8	3	-3	-10	-5
O=C(NC1CCCCC1)C(c1ccc(F)cc1)N(C(=O)c1csnn1)C1CCCC1 (stereo not drawn)	2	3.5	-14	6	17	-7	-4	-2	-20

Exported with bars between the fields: entries from further up
compound | CHRM1 antagonist | CHO-K1 Ca ag | CHO-K1 Ca PAM | CHRM1 agonist | TAAR1 agonist | CHO-K1 Ca antag | TAAR1 antag | CHRM1 PAM | CHO parental Ca
O=C(CCn1nc(-c2ccccc2)ccc1=O)N1CCN(c2ccccn2)CC1 | -5 | 2.3 | 6 | -10 | 10 | 3 | 13 | -4 | -5
CCN=C(NCC)SC1CC(=O)N(c2ccc(OCC)cc2)C1=O (stereo not drawn) | 30* | 6.4 | -1 | 0 | 16 | 11 | 86* | -20 | -10
CN(C)C1=NC[C@H](Cc2ccccc2)N1CCc1cccc(F)c1 | 0 | 0.8 | 12 | -13 | 31 | -11 | -5 | 0 | -14
CCOc1ccc(Br)cc1S(=O)(=O)NC(=O)c1ccccc1 | 0 | 0.2 | 8 | -4 | 1 | -11 | -2 | 5 | -3
C/C(=N/N=C(\C)c1ccccc1O)c1ccccc1O | -5 | 0.5 | 9 | -6 | 1 | -9 | -9 | 7 | -4
CCN(CC)S(=O)(=O)c1cc(C(=O)OCC(=O)c2ccc3c(c2)NC(=O)CO3)ccc1F | -28 | 8.1 | 9 | 4 | 12 | -5 | 40 | -2 | -2
CCOc1ccccc1CNCCNCC(C)O (stereo not drawn) | 28 | 6.0 | 3 | -2 | 0 | 8 | -4 | -10 | 3
O=C(CN1C(=O)C2C3CC(C(Br)C3Br)C2C1=O)OCC(=O)c1cccc([N+](=O)[O-])c1 (stereo not drawn) | -8 | 0.3 | 10 | -7 | 14 | -1 | 10 | 11 | -7
Nc1cc(Cl)cc2c1-c1ccc(Cl)cc1C2O (stereo not drawn) | -11 | 2.2 | -8 | -2 | 5 | 6 | 10 | 3 | .
CN(Cc1ccc(F)cc1)C(=O)c1cc(COc2ccc(-n3cncn3)cc2)on1 | 8 | 11 | -19 | -1 | 4 | 5 | -6 | -7 | .
Cc1ccc(NS(=O)(=O)c2ccc(-c3cnc(C4CC4)o3)cc2)cc1 | -2 | 6.4 | 6 | -2 | 17 | -5 | -8 | 1 | 15
CS(=O)(=O)Nc1ccccc1C(=O)O | -6 | 0.9 | 21 | -3 | 7 | -16 | -3 | 12 | -2
O=C(NCc1ccncc1)c1ccc(-c2ccc(F)c(F)c2)c2ccoc12 | 15 | 10 | 3 | 4 | 2 | -2 | 9 | -7 | .

(list continues)
SMILES	CHRM1 antagonist	CHO-K1 Ca ag	CHO-K1 Ca PAM	CHRM1 agonist	TAAR1 agonist	CHO-K1 Ca antag	TAAR1 antag	CHRM1 PAM	CHO parental Ca
Cc1ccc2nc(NC(=O)C3CCCN3C(=O)OC(C)(C)C)sc2c1 (stereo not drawn)	-12	4.5	29	-10	8	-14	6	16	-11
COc1ccc(-c2noc(N3CCC(C(=O)NCCCN4CCCC(C)C4)CC3)n2)cc1 (stereo not drawn)	8	0.7	0	-12	2	7	-2	-12	-2
Cn1nnnc1Sc1ncnc2scc(-c3cc4ccccc4o3)c12	-19	0.8	7	-5	5	-11	34	3	-25
Fc1ccc(Cn2nnnc2CN2CCN(C3CCCCC3)CC2)cc1	4	2.4	-9	-12	3	16	-9	-2	-11
CC(C)CC(=O)Nc1nnc(SCC(=O)Nc2ccc3c(c2)OCO3)s1	-13	0.1	11	-7	2	-5	3	4	-14
COc1cc2c3c(c1)C1(C(=O)N3C(C)(C)C=C2C)C(C#N)=C(N)Oc2cc(O)ccc21 (stereo not drawn)	-5	-0.3	5	-2	5	-3	10	13	-13
Cc1cc(=O)oc(C)c1C(=O)N1CCCc2ccccc21	-13	-0.3	-6	-3	2	18	-3	3	-4
CC1=CC(=C(C#N)C#N)C=C(C)N1Cc1ccc(Cl)cc1	9	6.9	20	-7	12	6	3	-14	-20
O=C(NCCOc1ccccc1Cl)C(=O)NCCOc1ccccc1Cl	-5	3.5	9	-1	-2	-4	-5	2	0
COc1ccccc1Cn1c(/C=C/c2ccccc2)nc2ccccc21	3	0.9	8	-9	3	0	27	-9	-19
O=C1OC(Nc2ccc(Br)cn2)c2ccccc21 (stereo not drawn)	3	0.3	10	-3	1	0	11	3	-3

Assay outcomes from PubChem.
